BAP1 block = blocks human BAP1 ubiquitin-AMC hydrolysis. Q92560. activity remaining (% of control), % at 20 µM. 0.48% of 72,000 active. recombinant BAP1, Ub-AMC hydrolysis fluorescence kinetic; hits give low values. AID 436;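 active = activity remaining at or below 50% of control, provided the compound also passes the data quality filters; inactive = the rest, including low values that fail the filters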;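 note: 100% = DMSO wells rate and 0% = substrate alone blank rate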
Target sequence (Q92560 whole entry, looked up): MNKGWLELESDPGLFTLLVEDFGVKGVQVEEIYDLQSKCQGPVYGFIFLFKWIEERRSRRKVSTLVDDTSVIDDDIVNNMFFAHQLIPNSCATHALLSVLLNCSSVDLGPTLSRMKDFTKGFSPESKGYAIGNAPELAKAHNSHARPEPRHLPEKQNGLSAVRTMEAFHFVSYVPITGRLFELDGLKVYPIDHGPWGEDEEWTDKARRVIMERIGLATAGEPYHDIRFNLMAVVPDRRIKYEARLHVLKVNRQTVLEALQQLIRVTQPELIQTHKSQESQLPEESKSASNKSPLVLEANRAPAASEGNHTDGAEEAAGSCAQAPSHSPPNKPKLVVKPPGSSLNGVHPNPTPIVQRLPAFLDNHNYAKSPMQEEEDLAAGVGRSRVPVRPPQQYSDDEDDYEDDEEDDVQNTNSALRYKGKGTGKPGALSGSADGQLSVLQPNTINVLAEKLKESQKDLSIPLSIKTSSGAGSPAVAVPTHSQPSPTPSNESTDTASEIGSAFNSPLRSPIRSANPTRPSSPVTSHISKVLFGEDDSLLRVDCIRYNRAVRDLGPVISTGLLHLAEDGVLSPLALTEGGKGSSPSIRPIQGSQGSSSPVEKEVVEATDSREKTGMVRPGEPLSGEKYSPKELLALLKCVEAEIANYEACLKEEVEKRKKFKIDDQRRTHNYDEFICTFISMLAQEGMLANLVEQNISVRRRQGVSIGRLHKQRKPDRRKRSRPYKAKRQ
HePTP inh = blocks human HePTP tyrosine phosphatase | P35236 | recombinant HePTP phosphatase activity, OD absorbance | inhibition, % at 20 µM | 0.64% of 110,000 active | AID 521; in the data active = inhibition above about 50%;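 note: plate controls were vehicle for no effect and reference inhibitor for full effect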
Target sequence (P35236 whole entry, looked up): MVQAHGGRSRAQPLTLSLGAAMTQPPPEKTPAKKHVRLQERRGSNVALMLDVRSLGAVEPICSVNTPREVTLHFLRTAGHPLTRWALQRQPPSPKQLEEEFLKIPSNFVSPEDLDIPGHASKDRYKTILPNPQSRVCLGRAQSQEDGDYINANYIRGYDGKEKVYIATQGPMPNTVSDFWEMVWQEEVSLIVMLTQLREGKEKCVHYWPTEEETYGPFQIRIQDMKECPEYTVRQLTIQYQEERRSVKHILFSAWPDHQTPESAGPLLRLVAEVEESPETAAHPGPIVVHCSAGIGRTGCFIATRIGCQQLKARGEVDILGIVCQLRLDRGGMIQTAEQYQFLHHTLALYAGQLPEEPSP
Starred values were filed as active, the others as inactive; i = inactive; . = no result given; & = joins results of further samples.

BAP1 block | HePTP inh | Compound
. | -10.6 | Cc1ccc(C(=O)Nc2c(C)n(C)n(-c3ccccc3)c2=O)cc1S(=O)(=O)N1CCOCC1
92.8 | 6.3&-6.0 | O=C(CCN1C(=O)c2ccccc2C1=O)NCc1ccncc1
95.5 | 4.5 | O=C(Nc1ccc2nc[nH]c2c1)c1ccco1
99.7 | -3.9 | COCCn1nnnc1CN1CCC(O)(c2cccc(C(F)(F)F)c2)CC1
. | -7.6 | CCCC1CCc2c(sc(N)c2C(N)=O)C1 (centres undefined)
. | -9.0 | c1ccc(CC2CCN(C(c3cccs3)c3nnnn3C3CCCC3)CC2)cc1 (centres undefined)
88.9 | -0.4 | CCOC(=O)c1sc(N)c(C(=O)OCC)c1COC(=O)C1CC(=O)N(Cc2ccco2)C1 (centres undefined)
88.3 | 11.9 | Cc1cc(C)c2nc(N3CCCC(C(=O)NCCN4CCOCC4)C3)sc2c1 (centres undefined)
. | 7.9 | COc1ccc(/C=C2\SC(=Nc3cccc(Cl)c3C)NC2=O)cc1C
. | 3.0 | NS(=O)(=O)c1cccc(NC(=O)/C=C/c2ccccc2)c1
80.0 | 9.6 | CCOC(=O)CNC(=O)Nc1cccc(Cl)c1C
. | -1.1 | O=S(=O)(c1cc(F)cc(F)c1)N1CCN(c2ncccn2)CC1
93.8 | -7.2 | O=C(CN1C2CCC1CC(NC(=O)Nc1ccccc1)C2)NCc1ccco1 (centres undefined)
. | -6.3 | COc1ccc(NC(=O)CN(c2ccc(C)c(Cl)c2)S(C)(=O)=O)c(OC)c1
105.9 | -11.8 | O=C(NC1CC2CCCC(C1)N2Cc1cccs1)N1CCOCC1 (centres undefined)
103.4 | -3.6 | O=C(Nc1cccc2cccnc12)c1cccc(N2C(=O)CCC2=O)c1
105.3 | 3.3 | c1nc(COc2nsnc2N2CCOCC2)cs1
. | -7.5 | c1ccc(-c2cnnc3c2[nH]c2ccccc23)cc1
95.4 | 0.3 | O=C(COc1ccc(Cl)cc1)Nc1ncccn1
83.8 | 4.3 | Cc1nc2ccccc2c(=O)n1NS(C)(=O)=O
92.3 | 8.0 | O=C(CN1C(=O)NC2(CCCCC2)C1=O)NCCC1=CCCCC1
110.1 | 9.4 | CCCCc1c(C(=O)O)cc(OC)cc1C(=O)O
i | 6.6 | COc1cc(C)nc(Nc2nc(C)c3cc(C)ccc3n2)n1
. | 9.6 | Cc1cc(C(F)(F)F)nn1CCCNC(=O)c1cnccn1
100.2 | 3.7 | CCOC(=O)Cc1c(C)nc(-c2ccccc2)[nH]c1=O
99.7 | 3.6 | Cc1ccc(N2CC(C(=O)OCC(=O)C(C)(C)C)CC2=O)cc1C (centres undefined)
. | 4.3 | COC(=O)c1ccccc1P(=O)(c1ccccc1)c1ccccc1
96.3 | -6.6 | CC(C)NS(=O)(=O)c1ccc(OCC(=O)Nc2ccccc2F)cc1
78.0 | . | Cc1c(CC(C)(C)C(=O)O)n(Cc2ccc(Cl)cc2)c2ccc(F)cc12
106.8 | -3.5 | CC1CCN(c2ncccc2C(=O)O)CC1
106.7 | 5.8 | CCOC(=O)c1c(C)c(C(=O)NCCCOC)c(C)n1C
87.8 | -3.9 | COc1ccccc1NC(=O)N1CCCC1C(=O)Nc1ccc(NC(C)=O)cc1 (centres undefined)
64.3 | 4.8 | Cc1noc(C)c1S(=O)(=O)N(CC(=O)NCc1ccc2c(c1)OCO2)c1ccc(C(C)C)cc1
42.3* | 8.0 | COc1ccc(N(CC(=O)Nc2ccc(F)c(Cl)c2)S(=O)(=O)c2c(C)noc2C)cc1
101.2 | 4.5&-13.3 | CCN=C(NCC)SC1CC(=O)N(c2cccc(OCC)c2)C1=O (centres undefined)
. | 101.5* | O=C(Nc1ccc(-c2nc3ccccc3[nH]2)cc1)c1cc2ccccc2o1
85.9 | -11.7 | COC(=O)[C@H](C)NC(=O)Nc1ccccc1C(F)(F)F
. | -7.3 | CCOC(=O)/C(=C/Nc1ccccc1)C(=O)Nc1ccccc1
90.1 | 0.2 | O=C(CN1CCOCC1)Nc1ccccc1NC(=O)C1CCN(c2ncccn2)CC1
. | -1.1 | O=C(O)c1cccc(-c2ccc(/C=C3\SC(=O)N(c4ccc(Cl)cc4)C3=O)o2)c1
. | 10.6 | CC1=C(C#N)c2nc(N)c(C#N)c(C)c2/C1=C/c1ccc(-c2cccc(Cl)c2Cl)o1
. | -13.5 | CCOC(=O)c1c2c(n(-c3ccccc3)c1C)C=C(Br)C(=O)C2=O
i | -4.3 | NC(=O)c1nn(-c2ccccc2)nc1N
96.9 | 5.8 | CCOC(=O)N1CCC(c2nc3ccccc3[nH]2)CC1
104.2 | 9.6 | O=C(NCCSCc1ccco1)Nc1cccc(Cl)c1
97.5 | 1.2 | N/C(Cn1nnc(-c2ccccc2)n1)=N\O
106.2 | 0.5 | C=C(C)COc1ccc(-c2[nH]ncc2-c2ccc(OC)c(OC)c2)c(O)c1
87.5 | -2.7 | COc1cccc(/C(O)=C2/C(=O)C(=O)N(c3cc(C)on3)C2c2cccs2)c1 (centres undefined)

Ordered by length of the SMILES (smallest number first): part of the list above
BAP1 block | HePTP inh | Compound
97.5 | 1.2 | N/C(Cn1nnc(-c2ccccc2)n1)=N\O
. | -1.1 | O=C(O)c1cccc(-c2ccc(/C=C3\SC(=O)N(c4ccc(Cl)cc4)C3=O)o2)c1
. | 10.6 | CC1=C(C#N)c2nc(N)c(C#N)c(C)c2/C1=C/c1ccc(-c2cccc(Cl)c2Cl)o1

Next records follow.
BAP1 block | HePTP inh | Compound
120.3 | 6.8 | Cc1ccc(C(=O)OCC(=O)NCc2ccc3c(c2)OCO3)s1
99.1 | . | CN1C(C)(C)CCCC1(C)C
91.8 | -1.9 | c1ccc(CNc2nc3ccccc3n2CCN2CCOCC2)nc1
. | -7.3 | COc1ccc(C2NC(=S)NC3=C2N2CCC3CC2)cc1 (centres undefined)
108.6 | 10.8 | Cc1ccc2cc(CN(C(=O)c3ccco3)c3ccccc3C)c(=O)[nH]c2c1
. | 4.0 | COc1cc2c(cc1NC(=O)COC(=O)C1CC(=O)N(Cc3ccco3)C1)oc1ccccc12 (centres undefined)
. | -2.0 | CN1C(=O)NC(=O)/C(=C/c2cccc3ccccc23)C1=O
. | 4.3 | O=C1NC(=Nc2cccc(Cl)c2Cl)S/C1=C\c1ccccc1
102.7 | 9.7 | CC(=O)Nc1ccc2c(c1)nc(CCN1CCN(C)CC1)n2C
95.0 | -2.8 | O=C1CCC(C(=O)Nc2cccc(C(F)(F)F)c2)N1 (centres undefined)
51.6 | . | CCOC(=O)CNC(=O)C1=C(C(=O)O)CCCC1
. | 9.6 | CCOC(=O)c1sc(NC(=S)n2cc(C)cn2)c(C(=O)OCC)c1C
. | -6.1 | CCOc1cc(C2Nc3ccccc3C(=O)N2c2ccc(C)cc2)ccc1O (centres undefined)
88.5 | 7.9 | CCCC(C(=O)NC1CCCCC1)N(Cc1ccco1)C(=O)CNS(=O)(=O)c1ccccc1 (centres undefined)
. | 4.5 | CCCCCCCC1=NN2C(=O)CC(=O)N=C2S1
89.3 | . | CC(C)(C)c1ccccc1OCC(=O)Nc1cccc2ccccc12
. | -5.1 | Cc1ccc(CN2CCN(/N=C/c3ccc(C(F)(F)F)cc3)CC2)cc1
. | -2.5 | Cc1ccc(N2C(=O)C3C(C2=O)C2C=CC3C23CC3)cc1Cl (centres undefined)
. | 3.7 | Cn1c(C(C#N)C(=O)Cc2cccc3ccccc23)nc2ccccc21 (centres undefined)
107.7 | . | COc1ccc(S(=O)(=O)Nc2cccc(C(=O)O)c2)cc1C(=O)O
66.8 | 1.9 | NC(=O)C1CCN(CC(=O)c2c[nH]c3ccc(F)cc23)CC1
. | 4.8 | CCOC(=O)C1CCCN(C(=O)CC(C)c2ccccc2)C1 (centres undefined)
. | 3.8 | COC(=O)c1ccccc1N1C(=O)c2ccc([N+](=O)[O-])cc2C1=O
89.1 | -0.1 | O=C(C1CCC(=O)N1C1CCCCC1)N1CCN(c2ccc(F)cc2)CC1 (centres undefined)
. | 6.0 | Cc1cc2c(cc1C)CSC(c1cccc([N+](=O)[O-])c1)SC2
101.2 | -9.7 | N#CN(CC(N)=O)c1nc(N2CCCCC2)nc(N2CCCCC2)n1
116.9 | 4.1&-8.9 | Cc1ccc(N(CC(=O)O)S(C)(=O)=O)cc1Cl
. | -17.6 | Cc1ccc(S(=O)(=O)N2CCCC2)cc1[N+](=O)[O-]
74.7 | 6.8&1.5 | CCN(CC)S(=O)(=O)c1ccc2c3c(cccc13)C(=O)N2
112.4 | 6.3 | COc1ccc(S(=O)(=O)NC(CC(=O)NCc2ccco2)C(C)C)cc1 (centres undefined)
98.8 | 5.3 | COc1ccc(N(C(=O)CNC(=O)c2ccco2)C(C(=O)NC2CCCCC2)c2ccco2)cc1 (centres undefined)
100.8 | 5.3 | O=C(O)C1CSC2c3ccccc3C(=O)N12 (centres undefined)
104.9 | 12.5 | N#CC1=C(N)N2C(=C(C#N)C13CCCCC3)SC1CCCCC12O (centres undefined)
103.2 | 10.3 | Cc1nn(Cc2ccc(Cl)cc2)c(C)c1NC(=O)c1noc2c1CCCCC2
31.5* | -2.4 | Cc1ccc(-n2nnnc2SCC(=O)Nc2ccc3c(c2)COC3=O)cc1C
62.7 | 12.1 | CCOC(=O)c1c(NC(=O)Cn2nnc3ccccc32)sc2c1CCC(C)C2 (centres undefined)
128.2 | 1.8 | O=C(O)c1ccc(Oc2ccc(NC(=O)C3CCCCC3)cc2)cc1C(=O)O
75.6 | 12.0 | COC(=O)c1ccc(OC)c(CSc2nnc(-c3ccc(C)cc3)o2)c1
108.8 | 4.6 | COc1ccccc1OC(=O)C1CC(=O)N(c2ccc(Cl)cc2)C1 (centres undefined)
. | 0.1 | Cc1nn(C)c(C)c1NC(=O)c1ccc([N+](=O)[O-])cc1
97.2 | -0.8 | Cc1cc(C(=O)NCc2cccnc2)n(-c2ccccc2)n1
100.7 | 5.7 | CCn1c(SCC(=O)Nc2cccc(OC)c2)nnc1-c1ccc(Cl)cc1
105.0 | . | CC(=O)NC(NC(C)=O)c1ccc(Br)cc1
96.8 | -8.2 | CCN(CC)CCCN1C(=O)C(O)=C(C(C)=O)C1c1ccc(OC)cc1OC (centres undefined)
. | -1.0 | CC1CCN(Cc2c(O)ccc3ccccc23)CC1
. | -6.0 | Cc1ccc(NC(=O)C2C3CC/C=C\CCC32)cc1 (centres undefined)
. | 4.5 | O=C(CCCN1C(=O)c2ccccc2C1=O)Nc1cccnc1
. | -1.1 | O=C(COC(=O)c1cnccn1)c1ccc2c(c1)CCCC2
. | 5.1 | O=C(Nc1nc(-c2cc(Cl)ccc2Cl)cs1)C(Cl)Cl
. | 2.9 | CCOC(=O)C1CCN(C(=O)CNS(=O)(=O)c2cccs2)CC1
111.0 | -0.2 | O=C(COc1ccc(S(=O)(=O)NCc2ccccc2)cc1)NCC1CCCO1 (centres undefined)
94.1 | 1.5 | Clc1cccc(N2CCN(CCNc3nc4ccccc4n4cnnc34)CC2)c1
78.8 | -30.4 | Cn1c(=O)c2c(nc(Oc3cccc(C4Nc5ccc6ccccc6c5C5=C4C(=O)CC(C)(C)C5)c3)n2C)n(C)c1=O (centres undefined)
101.7 | 12.9 | Cc1ccc(NCc2nnc3n2CCCCC3)cc1
. | 0.7 | Cc1cc(Cl)ccc1NC(=O)CCC(=O)N/N=C/c1cccs1
. | 0.7 | O=C(Cc1ccc(Cl)cc1)Nc1ccc(N2CCN(C(=O)c3ccco3)CC2)c(Cl)c1
95.7 | 6.4 | O=C(Cc1coc(-c2ccc(F)cc2)n1)Nc1ccccc1
. | -4.6 | O=C(/C=C(\O)c1ccc([N+](=O)[O-])cc1)C(F)(F)F
. | -0.9 | CCCCOC(=O)CSC1=C(C#N)C(c2cccc3ccccc23)CC(=O)N1 (centres undefined)
. | 6.9 | c1ccc(-c2nnc(SCc3nc4ccccc4[nH]3)n2Cc2ccco2)nc1

The list continues.
BAP1 block | HePTP inh | Compound
80.1 | 2.0 | CCOC(=O)c1sc(NC(=O)CSc2ccccn2)c(C#N)c1C
. | -6.2 | CCOC(=O)c1sc(NC(=O)CCN2C(=O)c3cccc([N+](=O)[O-])c3C2=O)c(C(=O)OCC)c1C
. | -5.8 | C=CCNC(=O)c1ccc(I)cc1
. | 4.1 | O=C(Nc1ccccc1)c1ccccc1NC(=O)c1ccccc1C(=O)O
. | 6.3 | O=C(c1ccccc1O)N1N=CCC1(O)c1ccc(Cl)cc1 (centres undefined)
. | 7.1 | COC(=O)CN1C(=O)/C(=C\c2ccco2)SC1=S
. | -2.0 | COc1ccc(CN2CCN(C(=O)c3cccc(F)c3)CC2)cc1Br
107.9 | -11.6 | COC(=O)c1ccc2c(=O)n(CCC3=CCCCC3)c(SCC(=O)N3CCCC3)nc2c1
. | -10.4 | CC(C)(C)C1=CC(=C(C#N)C#N)C(C(C)(C)C)C(=O)C1=O (centres undefined)
. | 2.7 | O=C(CCCOc1ccc(Cl)cc1Cl)Nc1ccc(S(=O)(=O)Nc2nccs2)cc1
. | -19.6 | Cc1cc(F)c(F)c(C(=O)N2CCN(c3cc(N4CCCCC4)c(F)cc3[N+](=O)[O-])CC2)c1Cl
. | -10.3 | CCCC1CC(C(=O)NC(C(C)O)C2OC(SC)C(O)C(O)C2O)N(C)C1 (centres undefined)

Profiles, quoted from the list:
`CCCCc1c(C(=O)O)cc(OC)cc1C(=O)O` in the list: BAP1 block: 110.1; HePTP inh: 9.4
`CCOC(=O)CNC(=O)C1=C(C(=O)O)CCCC1` in the list: BAP1 block: 51.6; HePTP inh: .

Remaining list, next part.
BAP1 block | HePTP inh | Compound
104.3 | 14.7 | COc1ccc(CN(Cc2ccccn2)C(=O)CN2C(=O)C(C)Oc3ccccc32)cc1 (centres undefined)
98.3 | 0.5 | N=c1c2c(-c3ccccc3)c(-c3ccccc3)oc2ncn1CCN1CCOCC1
. | -5.4 | O=C(Nc1ccc(Cl)c(Cl)c1)Nc1nnc(-c2ccccc2Br)s1
. | 2.0 | Cc1ccc(C(C)C)c(OCc2nnc(NC(=O)c3ccc(Br)cc3)s2)c1
112.0 | -0.7 | Cc1ncoc1C(=O)NCc1ccccc1Cl
. | -13.0 | S=C(Nc1ccccc1)NC1CCCC1
